PfGluPho inh = PfG6PD (Plasmodium falciparum) enzyme inhibition; PfGluPho enzyme, NADPH resazurin-diaphorase fluorescence; inhibition, % at 20 µM; actives 0.78% (n = 350,000); AID 504690;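 active = inhibition reaching at least a set limit at 20 µM in the primary screen, cut at about 59% in these data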;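 note: 0% = DMSO wells with substrate and 100% = DMSO wells lacking glucose-6-phosphate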
HKDC1 inhibitor = blocks human hexokinase HKDC1 activity. inhibition, % at 20 µM. AID 493160. Q2TB90. recombinant HKDC1, G6PDH/diaphorase resazurin coupled fluorescence. actives 0.16% (n = 340,000);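 active = inhibition above about 35% when tested at 20 µM, limit read from the data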;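 note: plate controls were DMSO wells with enzyme for no effect and DMSO wells lacking enzyme for full effect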
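System: Recombinant HKDC1 hexokinase | Amount: HKDC1 at 5 µg/mL | Reagent: Glucose with 1 mM ATP | Doses: Single 20 µM dose | Incubation: Reaction time 90 min, room temperature, protected from light | Signal: Coupled resazurin fluorescence, excitation 525 nm, emission 613 nm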
SENP6 block = SENP6 protease inhibition; Q9GZR1; Recombinant SENP6 catalytic domain, aminoluciferin luminescence; inhibition, % at 10 µM; actives 1.8% (n = 330,000); AID 2599;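 active = inhibition above about 50% at the single tested dose, limit read from the data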;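 note: plate controls were DMSO wells with enzyme for no effect and DMSO wells lacking enzyme for full effect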
Apaf-1 inh = human Apaf-1 inhibition; actives 0.71% (n = 330,000); O14727; inhibition, % at 20 µM; AID 489030; reconstituted apoptosome caspase-3 activity, DEVD-Rh110 fluorescence; active = inhibition of at least 40% at 20 µM;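 note: plate controls were DMSO wells for no effect and DEVD-CHO caspase inhibitor wells for full effect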
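Medium: Hepes buffer, pH 7.5 / System: biochemical Apaf-1 apoptosome reconstitution / Measured by: Rh110 fluorescence, excitation 480 nm, emission 540 nm / Times: compound with Apaf-1, dATP, procaspase-3 30 min, then 50 min reaction, room temperature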
SENP8 block-1 = inhibitors of human SENP8 protease. AID 602440. inhibition, % at 20 µM. actives 0.64% (n = 360,000). recombinant SENP8, Nedd8 substrate fluorescence; in the data active = inhibition mostly above about 40%, no sharp cut-off; inactive = mostly below about 27%
Target sequence (Q96LD8 whole entry, looked up): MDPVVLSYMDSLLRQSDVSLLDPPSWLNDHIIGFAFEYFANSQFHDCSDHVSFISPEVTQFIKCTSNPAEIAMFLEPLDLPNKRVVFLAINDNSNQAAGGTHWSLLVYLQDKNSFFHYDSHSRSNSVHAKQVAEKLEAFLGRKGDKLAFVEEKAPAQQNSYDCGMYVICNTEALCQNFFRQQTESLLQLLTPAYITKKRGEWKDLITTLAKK
SENP7 inh = blocks the human protease SENP7. actives 1.5% (n = 330,000). Q9BQF6. inhibition, % at 5 µM. AID 434973. recombinant SENP7, Z-RLRGG-aminoluciferin luminescence, 40 min;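 active = inhibition above about 50% at the single test dose, limit read from the data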;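 note: plate controls were DMSO with enzyme for no effect and no enzyme buffer wells for full effect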
Target sequence (Q9BQF6 706-1050 limits assumed): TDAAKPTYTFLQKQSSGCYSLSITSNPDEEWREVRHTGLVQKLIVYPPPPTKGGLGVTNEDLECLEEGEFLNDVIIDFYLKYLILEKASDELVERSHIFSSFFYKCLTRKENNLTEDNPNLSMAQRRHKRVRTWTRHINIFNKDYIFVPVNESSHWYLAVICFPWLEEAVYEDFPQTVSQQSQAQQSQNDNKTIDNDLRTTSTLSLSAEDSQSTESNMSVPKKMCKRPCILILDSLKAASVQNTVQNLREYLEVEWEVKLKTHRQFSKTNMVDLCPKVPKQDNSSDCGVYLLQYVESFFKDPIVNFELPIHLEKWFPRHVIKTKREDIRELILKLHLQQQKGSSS
SENP1 inh = blocks the human SENP1 SUMO protease catalytic domain; recombinant SENP1 catalytic domain, CyPet-SUMO1-YPet FRET cleavage; inhibition, % at 10 µM; actives 0.21% (n = 360,000);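 active = inhibition at least 30% at 10 µM, raw YFP signal under a set limit, fluorescence ratio 0.5 to 1.5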;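 note: 0% = enzyme with DMSO and 100% = no enzyme wells; some results filed as inactive read as strong as hits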
Target sequence (Q9P0U3 419-644 limits assumed): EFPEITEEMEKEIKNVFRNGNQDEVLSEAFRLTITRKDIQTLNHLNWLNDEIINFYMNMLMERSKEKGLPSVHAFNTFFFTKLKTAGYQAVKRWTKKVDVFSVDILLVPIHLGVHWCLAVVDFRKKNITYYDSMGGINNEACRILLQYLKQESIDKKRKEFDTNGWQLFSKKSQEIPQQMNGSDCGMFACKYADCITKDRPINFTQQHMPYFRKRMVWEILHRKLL
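Assay system: hSENP1 catalytic domain, recombinant. Amount: SENP1 enzyme, 20 pM final. Schedule: 50 min reaction, RT, dark. Technique: FRET, CFP and YFP emission. Control set: no-enzyme wells low, DMSO-plus-enzyme wells high control.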
SENP8 block-2 = inhibitors of human SENP8 protease; purified SENP8, Z-RLRGG-aminoluciferin cleavage, luminescence; inhibition, % at 10 µM; actives 1.2% (n = 330,000); AID 2540; in the data active = inhibition above about 50%
* marks the source's active call; other numbers are inactive results; i = inactive; . = not tested or not shown.

SMILES	PfGluPho inh	HKDC1 inhibitor	SENP6 block	Apaf-1 inh	SENP8 block-1	SENP7 inh	SENP1 inh	SENP8 block-2
CC(NC(=O)COC(=O)C1CSC2(C)CCC(=O)N12)C12CC3CC(CC(C3)C1)C2 (configuration not stated)	-5	-3	10	-3	22	-8	1	-2
COc1ccccc1C(=O)NC(=O)COC(=O)c1nccnc1N	4	-2	5	-5	i	3	-12	-1
COc1cccc(Nc2nc(Nc3ccc(Cl)c(C(=O)O)c3)nc(C)c2[N+](=O)[O-])c1	-5	1	20	7	32	7	2	6
O=C(NCCC1=CCCCC1)N[C@@H](Cc1ccccc1)C(=O)O	1	-4	-28	4	27	-3	2	-6
CC1=CN(S(=O)(=O)c2ccc(C)cc2)C[C@@H]2c3ccccc3N(S(=O)(=O)c3ccc(C)cc3)[C@H]12	-1	-6	.	9	9	0	0	.
Cc1cccc(CS(=O)(=O)c2ncc(Cl)c(C(=O)Nc3ccc(F)cc3)n2)c1	23	4	5	4	8	-12	0	-9
O=C(CC1CCCC1)N1CCCC(Nc2ccc(F)cc2)C1 (configuration not stated)	19	0	-4	3	9	-11	1	-4
CCN(CC)CCn1c(=N)n(CC(O)COc2cccc(C)c2)c2ccccc21 (configuration not stated)	-9	-9	5	25	-219	7	3	-9
COc1ccc2c(c1)OC[C@H]1[C@H]2N2C(=O)c3cc(F)ccc3NC(=O)[C@@]2(C)[C@H]1c1ccccc1	-11	3	2	13	18	9	1	11
CCOc1ccc(NC(=S)NCc2cccnc2)cc1	-12	0	-19	-6	3	9	1	3
Cc1ccc(NC(=O)CCn2c(=S)oc3ccccc32)cc1	-7	-5	1	-3	1	11	1	8
CCOC(=O)CN1NC2(CCC(C(C)(C)C)CC2)NC1=S (configuration not stated)	-1	1	-8	6	14	-7	1	-2
CCCn1c(N)c(C(=O)COC(=O)CNC(=O)c2ccccc2OCC)c(=O)[nH]c1=O	3	-3	-3	-7	0	1	-5	-1
CCCOc1ccc(C(=O)OCC(=O)NCCc2ccc(OCC)c(OCC)c2)cc1OC	-5	2	-11	13	1	15	1	-8
CCOC(=O)Nc1ccc2c(c1)N(C(=O)CN(CC)CC)c1ccccc1CC2	2	-6	3	-6	3	-8	3	-3
CCN(CC(=O)Nc1ccc(OC)c(Cl)c1)CC(=O)NC(C)C	3	-2	-3	-2	7	1	0	-6
CCn1cc(CCC(=O)NCCN2CCOCC2)c2ccccc21	7	6	9	9	10	-4	0	-4
CC(=O)NC1=NN(C(C)=O)C(c2cccc([N+](=O)[O-])c2)S1 (configuration not stated)	-8	-6	-5	-17	10	-10	-1	-2
CN(C)C(=O)N1CCN(C(=O)N2CCOCC2)CC1	-9	-7	-16	5	14	-13	1	-1
COc1ccccc1C(=O)c1cc2ccc(O)cc2oc1=O	7	-5	-2	-5	-170	10	-25	-6

Reprinted from the part before: two compounds, followed by the next part.
SMILES	PfGluPho inh	HKDC1 inhibitor	SENP6 block	Apaf-1 inh	SENP8 block-1	SENP7 inh	SENP1 inh	SENP8 block-2
CN(C)C(=O)N1CCN(C(=O)N2CCOCC2)CC1	-9	-7	-16	5	14	-13	1	-1
COc1ccccc1C(=O)c1cc2ccc(O)cc2oc1=O	7	-5	-2	-5	-170	10	-25	-6
Cc1cc(C)nc(NC2=NCC(=O)N2c2cccc(Cl)c2)n1	8	3	8	3	3	1	2	-3
Cc1cccc(NS(=O)(=O)c2ccc3nc(-c4ccccc4)[nH]c3c2)c1C	-21	3	-12	8	-1	7	1	-3
COc1ccc(-n2c(SCC(=O)O)nc3sc4c(c3c2=O)CCC4)cc1	1	-8	-1	6	-4	-9	3	-5
Cc1nc2c(-c3ccc(F)cc3)c(C)nn2c(C)c1CCC(=O)N1CCN(c2ccccc2)CC1	0	1	-7	25	-11	-15	1	-15
Cc1cccc(CN2C(=O)CSc3ccc(C(=O)NC4CC4)cc32)c1	-5	-3	-4	7	13	1	1	3
Cc1cccc(-c2oc3ccccc3c2C#CCCO)c1	17	-1	-11	14	-458	-6	1	-13
CC(C)CCN1CCN(Cc2cccs2)CC1CCO (configuration not stated)	-3	-4	-4	-8	7	4	1	5
CCOC(=O)c1c(NC(=O)/C=C\C(=O)O)sc(C)c1-c1ccccc1	-43	0	17	7	-5	5	1	12
O=C(O)CNc1nc(-c2ccccc2)c2cc([N+](=O)[O-])ccc2n1	48	0	12	19	-26	4	-12	-5
CCC(=O)Nc1ccc(C(=O)NNC(=O)c2ccc(Cl)cc2)cc1	-9	-4	-2	5	16	-16	2	-10
COc1ccccc1C(CC(=O)O)NS(=O)(=O)c1ccc2c(c1)N(C(C)=O)CC(C)O2 (configuration not stated)	-25	-4	-24	-2	10	-12	-3	-13
CCN(CC)S(=O)(=O)c1nnc(NC(=O)c2ccco2)s1	-22	0	-1	11	-103	-4	-3	-10
Cc1cccc(-c2noc(CCC(=O)NCc3ccccc3)n2)c1	1	-4	-5	4	20	-11	1	-13
COc1ccc(Cc2nc3ccc(C(=O)NCCn4ccnc4C)cc3o2)cc1OC	21	-9	-2	4	-4	-5	0	0
CCCN(CCC)CCCNC(=O)C(NS(=O)(=O)c1ccc2c(c1)CCC(=O)N2)c1ccccc1 (configuration not stated)	-1	-11	-2	1	12	0	2	-3
CCOc1ccc(CCNC(=O)CCNC(=O)c2ccco2)cc1OCC	-4	-3	-3	8	-8	-6	1	-4
COc1ccccc1CNC(=O)CN1C(=O)c2ccc([N+](=O)[O-])cc2C1=O	5	4	-19	3	15	1	2	7
CCC(=O)N1CCN(c2ccc(Cl)cc2NC(=O)c2ccc(Br)o2)CC1	-8	5	-2	1	2	3	4	5
CCOC(=O)N1CCN(C(=O)CSc2nnc(Cn3c(=O)sc4ccccc43)n2C)CC1	14	-8	-20	-8	7	-8	0	3
CCOC(=O)[C@H]1[C@H]2COc3ccccc3[C@@H]2N2C(=O)c3cc(F)c(F)cc3NC(=O)[C@@]12C	-6	-2	-14	14	2	-5	1	-12
COc1ccc(C(=O)N/N=C(\Cc2ncc[nH]2)c2ccccc2)cc1	15	-7	-22	4	2	-2	2	-2
O=C(NCCNC(=O)c1ccco1)c1ccc(Cl)c(Cl)c1	-7	-4	-19	0	-1	-9	0	-3
CN(C)N(C)C(=O)C(O)(c1ccccc1)c1ccccc1	-20	10	0	18	2	4	-1	5
COC(=O)CCCC1=CC2=CC(=O)C(C)(OC(=O)C3CCCC3)C(=O)C2=CO1 (configuration not stated)	21	14	1	-6	.	1	.	5
CCCCC(=O)N1C/C=C\C(c2ccc(OC)cc2)N(Cc2ccc(F)cc2)C(=O)[C@H]1Cc1ccccc1 (some centres not stated)	9	1	-5	19	16	-4	-1	-8
CCNC(=O)C(=O)NCC1OCCCN1S(=O)(=O)c1cccs1 (configuration not stated)	-3	-13	12	2	18	6	2	-4
Cc1ccc(CN(CC(=O)NC2CCCC2)C(=O)CSc2nnc(COc3ccccc3)o2)cc1	37	-6	-5	19	25	-1	1	3
CCCC1C2CN(C(C)=O)CC=C2C(C#N)=C(N)C1(C#N)C#N (configuration not stated)	-21	3	-4	3	-99	-4	-53	-1
COC(=O)c1c(-c2ccc(C)cc2)csc1NC(=O)C1CC=CCC1C(=O)O (configuration not stated)	-21	-9	-2	6	5	-3	0	-10
Cc1ccc(-n2c(C)cc(C(=O)CN3C(=O)C(=O)N(C4CCCC4)C3=O)c2C)cc1	-16	1	3	4	10	-4	-3	2
COC(=O)c1c(NC(=O)COc2ncnc3ccccc23)sc(C)c1C	0	-6	5	7	9	4	-1	6
CCC(=O)N/N=C(\C)CC(=O)Nc1cc(Cl)ccc1C	-6	-14	6	2	13	5	0	7
CCn1nc(C)cc1C(=O)Sc1cccc(Cl)c1	25	-2	-13	-11	4	6	1	3
Cn1[nH]cc(C=NC(N)=O)c1=O	-2	-7	.	.	0	.	0	.
CCOC(=O)c1nn(-c2cc(C(=O)OC)cc(C(=O)OC)c2)cc1O	10	-2	-4	-15	18	6	1	3
Fc1ccc(-c2nnc(NC3=NCCCCC3)o2)cc1	6	6	91*	2	19	98*	2	89*
O=C(CCn1nnc2ccccc21)N1CCC(O)(c2cccc(F)c2)CC1	1	5	-7	-5	8	-6	0	-3
COc1cccc(/C=N/NC(=O)C(=O)Nc2ccccc2OC(F)(F)C(F)F)c1O	-23	-21	-12	14	19	-8	35*	-16
COc1ccc(C2CC(c3ccccc3)=NN2C(=O)COC(=O)C2CC2)cc1 (configuration not stated)	-6	-7	4	18	6	-2	0	-4
O=C(NNS(=O)(=O)c1ccccc1)c1ccc(O)cc1	5	-7	15	1	1	3	4	-3

Structural class: the compounds so far containing a thiophene ring, fused or not
SMILES	PfGluPho inh	HKDC1 inhibitor	SENP6 block	Apaf-1 inh	SENP8 block-1	SENP7 inh	SENP1 inh	SENP8 block-2
COc1ccc(-n2c(SCC(=O)O)nc3sc4c(c3c2=O)CCC4)cc1	1	-8	-1	6	-4	-9	3	-5
CC(C)CCN1CCN(Cc2cccs2)CC1CCO (configuration not stated)	-3	-4	-4	-8	7	4	1	5
CCOC(=O)c1c(NC(=O)/C=C\C(=O)O)sc(C)c1-c1ccccc1	-43	0	17	7	-5	5	1	12
CCNC(=O)C(=O)NCC1OCCCN1S(=O)(=O)c1cccs1 (configuration not stated)	-3	-13	12	2	18	6	2	-4
COC(=O)c1c(-c2ccc(C)cc2)csc1NC(=O)C1CC=CCC1C(=O)O (configuration not stated)	-21	-9	-2	6	5	-3	0	-10
COC(=O)c1c(NC(=O)COc2ncnc3ccccc23)sc(C)c1C	0	-6	5	7	9	4	-1	6

Next part.
SMILES	PfGluPho inh	HKDC1 inhibitor	SENP6 block	Apaf-1 inh	SENP8 block-1	SENP7 inh	SENP1 inh	SENP8 block-2
Cn1c(NNC(=O)c2c(F)cccc2F)cc(=O)n(C)c1=O	-10	6	-10	-13	48*	7	-111	6
COc1ccccc1NC(=O)CSc1nnc(CC(=O)Nc2ccccc2C)n1C	2	-11	29	4	6	-6	0	2
O=C(O)CSc1nnc(NC(=O)c2ccc3c(c2)OCO3)s1	0	-9	-17	10	-26	-10	3	0
CC(C)C(=O)Nc1ccc(S(=O)(=O)Nc2nccc(/C=C/c3ccccc3)n2)cc1	-7	-9	-1	1	-95	5	-8	-4
CCn1c2ccc(F)cc2c2nnc(SCCN3CCCCC3)nc21	3	-2	-12	10	21	-2	0	8
Cc1cccc(N2CCN(CC(=O)Nc3ccc(-n4cnnn4)cc3)CC2)c1C	-21	-6	-9	7	20	3	0	3
Cc1c(C(=O)N2CCc3ccccc3C2)sc2nc(-c3ccccc3)cn12	17	-4	4	8	17	-1	3	8
COC(=O)c1cc2c(n(Cc3ccccc3)c1=O)CCCC2=O	3	10	.	.	-127	.	15	.
Cc1cc(Cl)c(S(=O)(=O)NCC2CCCO2)cc1OCC(=O)NC1CCCCC1 (configuration not stated)	-2	-1	6	-7	28	0	3	7
CCCn1c(N)c(NCCN2CCOCC2)c(=O)n(CC(=O)NCc2ccccc2)c1=O	-7	-2	-20	-4	3	1	-2	-2
CN(C)S(=O)(=O)c1ccc(Cl)c(NC(=O)CN2C(=O)NC3(CCCC3)C2=O)c1	-13	5	-19	7	3	2	1	7
O=C(COc1ccccc1)Nc1nnc(-c2ccc(Cl)cc2)o1	-10	1	-13	7	-96	10	0	-4
Cc1ccc(N(C)S(=O)(=O)c2c[nH]c3ccc([N+](=O)[O-])cc23)cc1	44	7	-13	10	7	4	0	-8

Screens from PubChem.
